# N370S GC mod: inhibitors or activators of N370S glucocerebrosidase for Gaucher disease | P04062 | N370S GC spleen homogenate, 4MU-glucoside fluorescence | Potency, µM (doses to about 59.4 µM), for inactives: at the top dose activity change, negative = inhibition, actives largely listed as inhibitors | actives 0.092% (n = 330,000) | AID 2101;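 also: 0% = full enzyme activity and -100% = no enzyme basal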
# DT40 TDP1 no CPT: qHTS for Inhibitors of human tyrosyl-DNA phosphodiesterase 1 (TDP1): qHTS in cells in absence of CPT; DT40 Tdp1-/- hTDP1 cells, no CPT, ATP luminescence, 48 h; Potency, µM (top dose mostly 46.2 µM), inactives show at the top dose activity change, negative = growth inhibition, hits mostly inhibitors; actives 15% (n = 420,000); AID 686978, 2013; also: nearly all actives have a fitted effect of over 55% in size
#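 No-CPT arm: Tdp1-/-;hTDP1 DT40 cells (400/well) plus compounds, incubated ≥48 hr at 37 °C. Readout CellTiter-Glo luminescence.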
# TDP1 block: TDP1 (human) enzyme inhibition. Potency, µM (titrated, usually from 130 µM), for inactives: at the highest dose activity change, negative = inhibition, most hits filed as inhibitors. recombinant TDP1, AlphaScreen DNA substrate cleavage. Q9NUW8. actives 0.28% (n = 350,000); also: nearly all actives have a fitted effect of over 40% in size
# Target sequence (Q9NUW8 whole entry, looked up): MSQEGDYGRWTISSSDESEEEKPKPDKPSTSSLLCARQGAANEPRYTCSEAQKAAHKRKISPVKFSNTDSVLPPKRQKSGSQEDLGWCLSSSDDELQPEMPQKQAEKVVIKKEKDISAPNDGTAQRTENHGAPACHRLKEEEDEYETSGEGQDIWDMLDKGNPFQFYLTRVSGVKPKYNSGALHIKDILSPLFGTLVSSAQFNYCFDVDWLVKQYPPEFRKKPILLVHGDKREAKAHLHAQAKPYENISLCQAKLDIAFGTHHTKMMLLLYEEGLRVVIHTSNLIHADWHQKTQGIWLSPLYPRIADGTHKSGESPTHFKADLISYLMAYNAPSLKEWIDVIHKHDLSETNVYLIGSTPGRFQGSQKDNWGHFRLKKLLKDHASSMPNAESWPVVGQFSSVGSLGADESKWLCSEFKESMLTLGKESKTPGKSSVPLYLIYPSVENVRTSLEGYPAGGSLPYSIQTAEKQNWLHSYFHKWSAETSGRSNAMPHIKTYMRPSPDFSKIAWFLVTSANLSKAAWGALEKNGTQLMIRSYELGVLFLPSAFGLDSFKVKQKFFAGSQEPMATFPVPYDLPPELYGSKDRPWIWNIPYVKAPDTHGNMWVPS
#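 Here, a 5' biotin and 3' phosphotyrosine-FITC DNA oligonucleotide reports Tdp1 activity: intact substrate bridges AlphaScreen beads, while cleavage leaves a 3' phosphate and drops signal. All incubations at room temperature.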
# Numbers without * were called inactive; ? = inconclusive; . = not tested or not shown; & = joins results of further samples; [ ] = another dose, or the depositor's remark. Calls follow the shape of the dose curve; as a rule, active = well fitted curve in the direction sought with a large enough effect; inconclusive = small, poorly fitted or top-dose-only effect, or another doubt; inactive = no such curve, though single readings can be large; an effect the other way counts as inactive or inconclusive. Unless noted, % is scaled to controls: 0 for no effect and ±100 for the full control effect; potency is read from the fitted curve at half-maximal effect. An excerpt. The share of hits here may be higher or lower than overall.
# Every second line gives: N370S GC mod, DT40 TDP1 no CPT, TDP1 block
- Fc1ccc(OCc2nc(-c3cccs3)no2)cc1
    8%, 4%, .
- Cc1cc(O)cc(=O)n1CCc1ccccc1
    0%, -15%, .
- CCN(CC)CCNC(=O)C(C)c1nn(C)c(=O)c2ccccc12 (stereo not given)
    4%[12.8 µM], -19%, 1%
- N=c1c(C(=O)NCc2ccco2)cc2c(=O)n3ccccc3nc2n1CCc1ccccc1
    5%, 21µM*, 4%
- CCOC(=O)N1CCN(Cc2cn3ccccc3n2)CC1
    3%, -17%, 3%
- CCn1c(=O)n(CC)c2cc(S(=O)(=O)N3CCC(c4ccccc4)CC3)ccc21
    12%, ?, 9%
- CCCCNC(=O)CSc1nc2n[nH]c(C)c2c(=N)n1-c1ccccc1CC
    ., 10µM*, 3%
- O=C(COC(=O)c1cc(S(=O)(=O)NCc2ccccc2)ccc1O)NCc1ccccc1
    ., -24%, -1%
- CCOc1ccc(-c2nc(S(=O)(=O)c3ccccc3)c(N3CCOCC3)o2)cc1
    4%, -4%, 8%
- COc1ccccc1C(=O)NC1CC2CCC(C1)N2Cc1ccccc1 (stereo not given)
    -6%, -13%, 1%
- CCOc1ccc(C(=O)CCC(=O)Nc2cc(C)ccn2)cc1
    -3%, -7%, 1%
- O=C(c1ccccc1)C(Sc1ncn[nH]1)c1ccccc1 (stereo not given)
    5%, -20%, 9%
- COc1ccc(-c2cc3ccccc3nc2N)cc1OC
    -4%, 21µM*, .
- COc1ccc(C(=O)N2CC(=O)Nc3ccc(C)cc3C2c2ccccc2)cc1OC (stereo not given)
    ., ?, 3%
- CC1C(=O)OC2C1CCC1(C)CCC(=O)C(C)C21 (stereo not given)
    3%, ?, .
- COc1ccccc1C(=O)NCCn1cc(SCC(=O)Nc2ccccc2F)c2ccccc21
    ., ?, 3%
- O=C1OC(/C=C/c2ccccc2)=NC/1=C/C=C/c1ccccc1
    -7%, -11%, -3%
- CC1CCCN(Cc2cnc(Cl)s2)C1 (stereo not given)
    -2%, -7%, 3%
- COc1ccc(-c2nc3ccccn3c2Cl)cc1
    -8%, -17%, .
- CSc1nc(N2CCN(c3ccccc3)CC2)cc(N2CCN(c3ccccc3)CC2)n1
    1%, -25%, 3%

# Only DT40 TDP1 no CPT and N370S GC mod, for two of the compounds above:
mol	DT40 TDP1 no CPT	N370S GC mod
CCCCNC(=O)CSc1nc2n[nH]c(C)c2c(=N)n1-c1ccccc1CC	10µM*	.
COc1ccccc1C(=O)NC1CC2CCC(C1)N2Cc1ccccc1 (stereo not given)	-13%	-6%

# Remaining list, next part.
# Every second line gives: N370S GC mod, DT40 TDP1 no CPT, TDP1 block
- COc1ccc(-n2c(=O)c(-c3cccs3)nc3cnc(N4CCNCC4)nc32)cc1
    ?, ?, .
- Cc1cccc(N=C2NC(=O)/C(=C/c3cn(C)c4ccccc34)S2)c1
    12%, 16µM*, 3%
- N#Cc1cccc(-c2nccc(NCc3ccccc3)n2)c1
    -22%, -29%, .
- COc1ccc(OCC(=O)Nc2cccc(-c3nc4ccccc4[nH]3)c2)cc1
    -6%, ?, 5%
- CCOc1ccc(NC(=S)NC(=O)c2c(Br)cnn2C)c([N+](=O)[O-])c1
    22%, 23µM*, 8%
- O=C(CCN1C(=O)C2CC=CCC2C1=O)Nc1cccc(S(=O)(=O)N2CCCCC2)c1 (stereo not given)
    ., -14%, 2%
- Cc1ccc(S(=O)(=O)N2CCN(C(=O)COC(=O)c3c(C)noc3C)CC2)c(C)c1
    -8%, -8%, 3%
- O=C(Cn1cnc2c(nnn2Cc2ccccc2)c1=O)N1CCN(c2ccccc2)CC1
    -4%, 23µM*, 1%
- CCOC(=O)CSc1nc2c(sc3ccccc32)c(=O)n1Cc1ccc(OC)cc1
    ., ?, -4%
- COC(=O)Cn1c(=O)c2c(nc3n2CCN3c2cccc(C)c2)n(C)c1=O
    ., ?, 3%
- COc1cc(CCC(C)=O)ccc1OC(=O)c1c(F)cccc1Cl
    -6%, ?, -10%
- Cc1ccc(-c2c(C)n([O-])c3c([n+]2=O)CCCC3)o1
    5%, -1%, 2%
- CCc1c2ccccc2nn1-c1ccccc1C(=O)C(C)=O
    5%, -3%, 4%
- COc1ccc(C(=O)NNC(=S)NC(=O)c2ccco2)cc1
    0%[12.8 µM], 8.2µM*, 9%
- CN(C(=O)CSc1nnc(-c2cccs2)o1)C1CCS(=O)(=O)C1 (stereo not given)
    -6%, -6%, 3%
- O=C(COc1ccccc1)NNC(=O)c1cccs1
    2%, 4%, 0%
- CCOC(=O)C1C(c2cccc([N+](=O)[O-])c2)C2C(=O)NN=C2CC1(C)O (stereo not given)
    8%, ?, 5%
- CS(=O)(=O)N(CC(=O)NC1CC1)c1cccc(F)c1
    5%, -8%, 5%
- CCN(C(=O)c1cc(S(=O)(=O)N2CCCC2)cn1C)c1ccc(OC)cc1
    ., -26%, 1%
- COc1ccc(CN(Cc2ccccc2)C(C)=O)cc1COc1ccc(NC(C)=O)cc1
    ., 11µM*, 0%
- CC(C)(C)NC(=S)N1CCC(C(=O)c2ccc(Cl)cc2)CC1
    7%, -2%, .
- Cc1ccc(C(=O)Nc2ccsc2C(=O)O)cc1
    1%, 15µM*, .
- CCCc1n[nH]c(=O)[nH]1
    6%[2.35 µM], 4%, -2%
- CCOC(=O)c1ccc(N2C(=O)c3n[nH]c(-c4ccco4)c3C2c2ccc(OC)cc2OC)cc1 (stereo not given)
    ., 18µM*, 9%
- Cc1c(Cl)cccc1NC(=O)CSc1nncn1-c1ccccn1
    6%, -13%, .
- CCOC(=O)c1cn[nH]c1NC(=S)Nc1ccc(Cl)cc1
    10%, ?, 4%
- O=S(=O)(c1ccc(OCC(O)CN2CCN(c3ccccc3)CC2)cc1)N1CCOCC1 (stereo not given)
    -1%, -30%, -3%
- C=C1C([C@@]2(C)C(OC(C)=O)CC(=O)O[C@@](C)(COC(C)=O)C2CC(=O)OC)C(OC=O)C(OC(=O)C(O)C(C)CC)[C@]2(C)C(c3ccoc3)CC(=O)C12O (stereo not given in full)
    -7%, 4.6µM*, -6%[56.1 µM]
- CSCCC1NC2(C(=O)Nc3c(Cl)cccc32)[C@@H]2C(=O)N(C3CCCC3)C(=O)[C@H]12 (stereo not given in full)
    -2%, ?, -7%
- O=C(Nc1ccccc1N1CCN(c2ccccc2)CC1)C12CC3CC(CC(C3)C1)C2
    4%, 21µM*, 7%
- OCC[C@H]1C[C@H](O)[C@@H](O)[C@]2(Cc3ccccc3CO2)O1
    -9%, -7%, -2%
- O=C(Cn1cccc1C(=O)c1ccccc1)NCCCN1CCc2ccccc2C1
    -15%, 16%, 8%
- Cc1ccc(NC(=O)CN(C)C(=O)Cc2ccccc2F)cc1
    1%, -7%, .
- CCOC(=O)c1ccc(NC(=O)Cn2nnc(-c3ccccc3)n2)cc1
    -8%, ?, 3%
- CCOc1cccc(C2c3c(oc4ccc(F)cc4c3=O)C(=O)N2c2cc(C)ccn2)c1 (stereo not given)
    ., 23µM*, 0%
- O=C(CN1C(=O)/C(=C/c2ccccc2)SC1=S)NC1C=CS(=O)(=O)C1 (stereo not given)
    -3%, ?, 0%
- COc1cccc(-c2nc(SCC(=O)NC3CCCC3)c(-c3ccccc3)[nH]2)c1
    ., ?, 5%
- O=C(O)Cn1nnc(-c2cccs2)n1
    7%, -3%, -2%
- COc1ccc(S(=O)(=O)NC2CC3CCC2C3)cc1Cl (stereo not given)
    13%, -12%, -2%
- Cc1ccc(-n2nc3c(=O)n(CCCC(=O)NC4CCC(C)CC4)nc(C)c3c2C)cc1 (stereo not given)
    -20%, ?, 2%

# Rewritten in CSV form: entries from further up.
SMILES,N370S GC mod,DT40 TDP1 no CPT,TDP1 block
CSCCC1NC2(C(=O)Nc3c(Cl)cccc32)[C@@H]2C(=O)N(C3CCCC3)C(=O)[C@H]12 (stereo not given in full),-2%,?,-7%
O=C(Nc1ccccc1N1CCN(c2ccccc2)CC1)C12CC3CC(CC(C3)C1)C2,4%,21µM*,7%
OCC[C@H]1C[C@H](O)[C@@H](O)[C@]2(Cc3ccccc3CO2)O1,-9%,-7%,-2%
O=C(Cn1cccc1C(=O)c1ccccc1)NCCCN1CCc2ccccc2C1,-15%,16%,8%

# (next part)
# Every second line gives: N370S GC mod, DT40 TDP1 no CPT, TDP1 block
- Cc1ccc(-c2nn(-c3ccccc3)cc2C(=O)NCC2CCCO2)cc1 (stereo not given)
    -4%, ?, -5%
- CCN(CC)c1ccc(NC(=S)Nc2ccc(F)cc2)cc1
    -7%, 23µM*, 8%
- Cc1cc(NC(=O)CSc2nc(-c3ccccc3Cl)nc3c2c(=O)n(C)c(=O)n3C)no1
    7%, -1%, 2%
- Cc1ccc(N=Nc2c(N)[nH]n3c(=O)cc(C)nc23)cc1
    -10%, 15µM*, 11%
- COc1ccccc1CNC(=O)Cc1ccc(C)cc1
    -3%, ?, -6%
- O=C(Nc1cc(S(=O)(=O)Nc2ccc(Cl)cc2)ccc1N1CCCCC1)c1ccc(F)cc1Cl
    -19%, ?, 5%
- Cc1cc(C(=O)Cn2cnc3ccccc3c2=O)c(C)n1C1CC1
    1%, 1%, .
- COc1ccccc1/C=C1\SC(=S)N(CCC(=O)Nc2cc(C)on2)C1=O
    -10%, ?, -4%
- NNC(=O)CCN1CCCCC1
    -3%, -10%, 5%
- COc1ccc(C(C(=O)NC2CCCCC2)N(C(=O)c2cccs2)c2ccc3c(c2)OCO3)cc1 (stereo not given)
    ., ?, 5%
- CCCS(=O)(=O)Nc1cc(-c2cn3ccc(C)cc3n2)ccc1C
    ., ?, 7%
- O=C(CN1C(=O)c2ccccc2C1=O)OCC(=O)N1CCCCC1
    ., -7%, 0%
- COc1cc(C(CC(=O)N2CCCC2)c2c(OC)cc(OC)c3c(-c4ccccc4)cc(=O)oc23)cc(OC)c1OC (stereo not given)
    19%&13%, ?, -12%
- CCn1c(=O)c2ccccc2n(CC(=O)NC2CCCCC2)c1=O
    -1%, -21%, -1%
- CC(C)c1ccc(CNc2ccc3c(c2)ncn3C)cc1
    0%, ?, .
- NC(=O)C1CCN(C(=O)CCC(=O)N2CCOc3ccc(Cl)cc32)CC1
    -15%, 0%, .
- CCOC(=O)c1c(C)[nH]c(C)c1S(=O)(=O)N(C)CC(=O)NCc1ccc(C)cc1
    -5%, 7%&-3%, 2%&3%
- CCCc1ccc2oc(C(=O)N(C)CCn3ccnc3C)c(C)c2c1
    -4%, 13µM*, .
- CCCc1cc(=O)[nH]c(SCC(=O)Nc2cccc3ccccc23)n1
    1%, -13%, 1%
- O=c1c2ccccc2[nH]c(=S)n1CCCN1CCN(C2CCCCC2)CC1
    -11%, -16%, 6%
- CCn1c(CNC(=O)c2ccc(OC)cc2)nnc1SCC(=O)Nc1cc(C)ccc1C
    ., -15%, -2%
- CC(C)c1ccc(Nc2c([N+](=O)[O-])c(=O)n(C)c3ccccc23)cc1
    ?, ?, 4%
- c1cc2c(cc1C1=NNC(=NC3CC3)SC1)OCCO2
    -10%, 16µM*, 5%
- CCC(C)[C@H](NC(=O)N1CCC(C)CC1)C(=O)OC (stereo not given in full)
    2%, -14%, 5%
- CC(CCc1ccccc1)NC(=O)CSc1cccc[n+]1[O-] (stereo not given)
    -4%, -18%, 3%
- COc1cccc(NC(=O)c2ccccc2OCc2c(C)noc2C)c1
    0%, ?, 2%
- O=C(OCc1cn(-c2ccc(Cl)cc2)nn1)c1ccccc1
    -20%, -27%, 5%
- CC(C)(C)c1cnnn1-c1ccc(NC(=O)c2ccc(Br)o2)cc1
    -6%, -27%, 6%
- Cc1c(C(=O)N2CCC(C)CC2)c(S(=O)(=O)N2CCN(c3ccc(Cl)cc3)CC2)c(C)n1C
    ., ?, 9%
- CCNC(=S)N/N=C/c1ccc(OCc2ccc(C(=O)OC)cc2)cc1
    3%, ?, 3%
- Cc1nc(SC2C=CS(=O)(=O)C2)n[nH]1 (stereo not given)
    19%, -28%, -2%
- Fc1ccccc1CSc1nnc(-c2cnccn2)n1Cc1ccco1
    10%, -24%, 5%
- CCOc1ccc2cc(C#N)c(SCC(=O)NC(C)CC)nc2c1 (stereo not given)
    -1%, ., 6%
- O=c1c(-c2ccnn2-c2cccc(Cl)c2)cnc2n1CCS2
    3%, -13%, 9%
- Cc1cccc(-c2nc(Nc3cccc(O)c3)c3ccccc3n2)c1
    ?, ?, .
- Cn1c(=O)n(C)c2cc(NC(=O)CCc3ccccc3)c(Br)cc21
    3%, -18%, 4%
- COc1ccc(NC(=O)CN2CCC3(O)CCCCC3C2c2ccccc2OC)cc1 (stereo not given)
    6%, ., -1%
- O=C(NCc1ccc2c(c1)OCO2)c1sccc1Br
    9%, -12%, 3%
- Nn1c(SCc2ccccc2F)nnc1-c1ccccn1
    4%, -22%, 7%
- OC1(C#CCCN2CCCCC2)c2ccccc2-c2ccccc21
    0%, -25%, -5%
- O=C(NC(=O)c1ccccc1F)Nc1nc(-c2cccs2)cc(C(F)(F)F)n1
    -8%, ?, 5%
- Cc1cc(C)cc(NC(=O)CSc2oc(-c3ccccc3)nc2S(=O)(=O)c2ccc(Cl)cc2)c1
    ., ?, -3%

# Assay outcomes from PubChem BioAssay.
